Screens (PubChem BioAssay)
Jurkat NFkB inh – lowers PMA/ionomycin-induced NF-kB signal in Jurkat cells. PMA/ionomycin-induced NF-kB luciferase reporter, luminescence. inhibition, % at 4 µM. 0.53% of 330,000 active
CCR6 antag – antagonists of human CCR6 receptor; AID 493098; inhibition, % at 20 µM; 0.49% of 340,000 active; CHO-K1 CCR6 PathHunter beta-arrestin, luminescence, CCL20-stimulated;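 active means compounds whose inhibition of the agonist-driven luminescence signal at 20 µM reaches about 50%, limit read from the data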;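 further: cells stimulated with CCL20 at 14 nM final; plate controls were DMSO with CCL20 for no effect and DMSO without agonist for full effect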
Target sequence (P51684 whole entry, looked up): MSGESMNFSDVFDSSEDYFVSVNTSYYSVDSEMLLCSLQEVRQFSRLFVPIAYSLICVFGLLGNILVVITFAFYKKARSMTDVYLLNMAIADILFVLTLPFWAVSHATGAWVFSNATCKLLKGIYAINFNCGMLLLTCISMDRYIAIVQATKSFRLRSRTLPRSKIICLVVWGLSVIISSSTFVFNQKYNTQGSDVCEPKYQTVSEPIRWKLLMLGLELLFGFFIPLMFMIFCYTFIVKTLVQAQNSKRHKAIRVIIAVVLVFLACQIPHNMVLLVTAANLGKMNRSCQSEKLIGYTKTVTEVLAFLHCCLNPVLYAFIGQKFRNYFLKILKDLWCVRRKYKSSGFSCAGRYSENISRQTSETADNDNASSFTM
SENP8 inh – inhibitors of human SENP8 protease; Q96LD8; purified SENP8, Z-RLRGG-aminoluciferin cleavage, luminescence; inhibition, % at 10 µM; 1.2% of 330,000 active
697 NFkB inh – inhibitors of the PMA/ionomycin-induced NF-kB reporter in 697 B cells; 697 B-cell NF-kB luciferase reporter, 16 h; 0.33% of 330,000 active; inhibition, % at 4 µM; AID 435022; in the data active means inhibition above about 35%
EBI2 block – blocks human EBI2 receptor beta-arrestin signaling. P32249. EBI2 beta-arrestin recruitment, luminescence, 7a,25-OHC stimulated. inhibition, % at 5 µM. 0.81% of 360,000 active. AID 651636; in the data active means inhibition above about 38%;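 further: enzyme fragment complementation signal reports receptor beta-arrestin coupling in cells; 0% = agonist plus DMSO wells and 100% = wells without agonist; some results beyond the cut were filed as inactive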
Target sequence (P32249 whole entry, looked up, the tested form may be a part): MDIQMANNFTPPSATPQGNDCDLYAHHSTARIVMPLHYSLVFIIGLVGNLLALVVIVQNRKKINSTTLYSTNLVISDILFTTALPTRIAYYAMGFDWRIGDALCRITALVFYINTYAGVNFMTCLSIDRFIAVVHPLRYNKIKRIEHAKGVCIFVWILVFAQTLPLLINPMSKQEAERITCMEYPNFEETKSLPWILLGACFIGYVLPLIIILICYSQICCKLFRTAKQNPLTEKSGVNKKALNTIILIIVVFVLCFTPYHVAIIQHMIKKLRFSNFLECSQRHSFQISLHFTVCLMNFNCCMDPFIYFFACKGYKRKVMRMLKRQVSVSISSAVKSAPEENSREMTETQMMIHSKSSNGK
Apaf-1 inh – blocks human Apaf-1 apoptosome activity; O14727; reconstituted apoptosome caspase-3 activity, DEVD-Rh110 fluorescence; inhibition, % at 20 µM; 0.71% of 330,000 active; AID 489030; active means inhibition of at least 40% at 20 µM;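 further: plate controls were DMSO wells for no effect and DEVD-CHO caspase inhibitor wells for full effect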
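Material: reconstituted apoptosome with Apaf-1, cytochrome c, caspase-9, procaspase-3, dATP; medium: pH 7.5 Hepes buffer with CHAPS, BSA, DTT; also added: cytochrome c and DEVD-Rh110 substrate; timing: 30 min plus 50 min, RT; signal: Rh110 fluorescence intensity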
UBC13 inh – blocks human UBC13 polyubiquitin chain formation; 0.47% of 330,000 active; inhibition, % at 20 µM; TR-FRET; P61088; in the data active means inhibition above about 45%, passing the limit was not always enough
Target sequence (P61088 whole entry, looked up): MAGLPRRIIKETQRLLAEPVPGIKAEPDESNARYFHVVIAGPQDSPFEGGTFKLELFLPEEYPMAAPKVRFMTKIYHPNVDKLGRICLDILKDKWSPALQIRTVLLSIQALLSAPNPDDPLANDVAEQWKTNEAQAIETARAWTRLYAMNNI
Gli-Sufu antag – Gli-Sufu pathway antagonism; Sufu-KO-LIGHT fibroblasts, Gli luciferase reporter luminescence; inhibition, % at 5 µM; 0.74% of 340,000 active; AID 588413;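 active means inhibition above about 55%, limit read from the data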;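 further: 0% = DMSO-treated cells and 100% = wells with medium but no cells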
An asterisk follows results filed as active; / = not tested or not shown. Unless noted, no stated cut-off is given here; in the data, active means inhibition above about 50%; inactive means the rest. These rows are one share of the data; the hit share may differ from the screen's.

Values in the order: Jurkat NFkB inh | CCR6 antag | SENP8 inh | 697 NFkB inh | EBI2 block | Apaf-1 inh | UBC13 inh | Gli-Sufu antag
CCOC(=O)c1cnc2c(C#N)cnn2c1N
 : 8 | -13 | 1 | 17 | -6 | -8 | -7 | 28
COc1ccc(NC(=S)N(CCO)Cc2ccccc2)cc1
 : -15 | / | 2 | -7 | 9 | -2 | 0 | /
COC(=O)[C@H](Cc1ccc(O)cc1)NC(=O)Cn1ccc(NC(=O)OCc2ccccc2)nc1=O
 : -17 | 3 | -10 | -2 | -6 | 0 | 1 | 5
Cc1ccc(Nc2nc3ccccc3s2)c(C)c1
 : -138 | -3 | 62* | -198 | 3 | 15 | -1 | -124
Cc1nn(CC(=O)N2CCC(C(N)=O)CC2)c(=O)c2nn(-c3ccccc3)c(C)c12
 : -4 | -6 | -15 | 0 | 3 | 1 | 2 | -6
CC1CCC2(CC1)NC(=O)N(NC(=O)CCl)C2=O (stereo not given)
 : 7 | -1 | 8 | 14 | -17 | -6 | 1 | -6
COc1ccc(CCNC(=O)c2cc(-c3ccncc3)nc3c(Cl)cccc23)cc1OC
 : -4 | 6 | -8 | -1 | 14 | 3 | -7 | 22
O=C(NC1CCCCCC1)c1ccc(=O)n(Cc2ccccc2)n1
 : -2 | 19 | -5 | -18 | 46* | 9 | -1 | 8
O=C(O)CCSc1nnc(COc2ccc([N+](=O)[O-])cc2)n1-c1ccccc1
 : -13 | 2 | -12 | -1 | -8 | 5 | -5 | -4
c1ccc2sc(N3CCOCC3)nc2c1
 : -28 | -8 | 2 | -15 | -3 | -12 | 21 | -75
COc1ccc([N+](=O)[O-])cc1N(CC(=O)NC(C(C)C)C(C)C)S(C)(=O)=O
 : -2 | 0 | -6 | -3 | 13 | 7 | -11 | -4
Cc1ccc2nc(SCC(=O)c3c(N)n(C4CC4)c(=O)[nH]c3=O)[nH]c2c1
 : -2 | 9 | -4 | 11 | -8 | 8 | 0 | 1
Cc1cccc(N=Cc2cc(Br)cc(Cl)c2O)c1
 : -9 | 28 | -4 | -4 | -12 | 17 | -5 | 0
CCOC(=O)c1cc(=O)n2[nH]c(-c3ccc(C)cc3)cc2n1
 : 0 | -8 | -11 | 8 | -6 | 4 | 6 | -6
CN(C)S(=O)(=O)c1cccc(NC(=S)N(CCC#N)Cc2cccnc2)c1
 : -7 | 2 | 5 | 15 | -3 | -10 | 4 | 2
CC(C)n1nnnc1SCC(=O)NNC(=O)C1CCCCC1
 : 12 | 9 | 4 | 11 | 1 | -27 | 2 | -1
CCc1c(C)c(C#N)c2nc3ccccc3n2c1NCc1ccccn1
 : 7 | 0 | -2 | 4 | -5 | 13 | -5 | -10
C=CCn1c(SCC(=O)Nc2c(C)nn(Cc3ccccc3)c2C)nnc1C(O)c1ccccc1 (stereo not given)
 : -2 | -4 | -5 | 1 | -4 | -34 | 4 | 1
CC(=O)Nc1cccc(OC(=O)N2CCOCC2)c1
 : -3 | -9 | -9 | 0 | -17 | 1 | -9 | -1
COc1ccc(N2CCN(C(=N)/C(C(C)=O)=C(\C)O)CC2)cc1
 : -17 | 10 | 8 | 3 | -5 | 7 | 6 | 2
O=C(Nc1ccc(SC(F)F)cc1)C1CC(=O)N(Cc2ccccc2)C1 (stereo not given)
 : -9 | 39 | -3 | 7 | 4 | -8 | 11 | -10
CC(C)[C@H]1COCCS(=O)(=O)N1Cc1ccccc1F
 : 14 | 9 | 4 | 20 | -2 | 7 | 11 | -8
Cc1cc(Br)ccc1NC(=O)c1sc2ncn(CC(=O)N3CCN(c4ccccn4)CC3)c(=O)c2c1C
 : 19 | 10 | 0 | 2 | 4 | 19 | 14 | 10
O=C(c1ccc2c(c1)OCO2)N1CCC(Cc2ccccc2)CC1
 : 13 | 7 | 1 | -5 | 14 | 0 | 4 | -1
Nc1nnc(-c2ccccc2[N+](=O)[O-])o1
 : 19 | -12 | -10 | 18 | 0 | 5 | -8 | 11
COc1ccc2nc(SCC(=O)NCc3ccc(F)cc3)[nH]c2c1
 : -22 | 2 | -1 | -13 | 5 | 4 | -5 | 14
CC1=CC(=O)C(C(C)=Nc2ccccc2Cl)C(=O)O1 (stereo not given)
 : -4 | 12 | -8 | -1 | -2 | -3 | 2 | 0
O=C(Nc1cccnc1)c1ccc(Cl)c(S(=O)(=O)N2CCCCC2)c1
 : 4 | 3 | -4 | -1 | -3 | -1 | 9 | 11
CC(=O)N1CCN(C(=O)c2ccco2)CC1
 : 4 | 3 | -2 | 1 | -1 | 4 | -2 | -14
CC1(C)CC(=O)C=C(NCc2ccncc2)C1
 : 10 | -15 | 8 | 13 | 1 | -14 | 7 | 7

Some of these compounds in order of SMILES length, smallest number first.
Values in the order: Jurkat NFkB inh | CCR6 antag | SENP8 inh | 697 NFkB inh | EBI2 block | Apaf-1 inh | UBC13 inh | Gli-Sufu antag
c1ccc2sc(N3CCOCC3)nc2c1
 : -28 | -8 | 2 | -15 | -3 | -12 | 21 | -75
CCOC(=O)c1cnc2c(C#N)cnn2c1N
 : 8 | -13 | 1 | 17 | -6 | -8 | -7 | 28
CC1=CC(=O)C(C(C)=Nc2ccccc2Cl)C(=O)O1 (stereo not given)
 : -4 | 12 | -8 | -1 | -2 | -3 | 2 | 0
CN(C)S(=O)(=O)c1cccc(NC(=S)N(CCC#N)Cc2cccnc2)c1
 : -7 | 2 | 5 | 15 | -3 | -10 | 4 | 2

Going on with the list:
Values in the order: Jurkat NFkB inh | CCR6 antag | SENP8 inh | 697 NFkB inh | EBI2 block | Apaf-1 inh | UBC13 inh | Gli-Sufu antag
OCCN(CC#CCn1c2ccccc2c2ccccc21)CCO
 : 12 | 4 | -5 | 11 | 3 | -10 | 4 | 2
Cc1ccc(C(=O)NCC(=O)Nc2ccc3c(c2)OCCO3)cc1
 : -21 | 0 | -4 | -1 | -12 | 8 | -1 | -43
CCOc1ccc(OCCOCCn2ccnc2)cc1
 : -12 | -6 | 8 | 5 | -16 | -4 | 4 | -3
Cc1ccc(NC(=O)c2cc(N3C(=O)C4CC=CCC4C3=O)ccc2N2CCOCC2)cc1Cl (stereo not given)
 : 6 | 5 | -13 | 9 | 1 | 19 | 10 | 4
CC[C@H](C)[C@H](NC(N)=O)C(=O)NCCc1ccc(OC)c(OC)c1
 : 0 | 1 | 0 | 10 | 6 | -9 | 15 | -4
CC(=O)c1cccc(NC(=O)Nc2cc3sccc3n2C)c1
 : -2 | / | 10 | 4 | / | 4 | -44 | /
COC(=O)/C(=C\c1ccc([N+](=O)[O-])o1)NC(=O)c1ccccc1
 : 0 | 16 | -4 | 20 | -10 | 2 | -9 | -6
COc1ccccc1NC(=O)N1CCCC1
 : 23 | -7 | -5 | 6 | -15 | -17 | 3 | -1
COc1ccc(CNC(=O)CCCn2c(SCC#N)nc3cc4c(cc3c2=O)OCO4)cc1
 : 8 | -9 | -2 | 1 | 2 | -3 | 2 | 7
CC1=C(C(=O)Nc2cccc(C)c2C)C(c2cccs2)NC(=S)N1 (stereo not given)
 : 1 | 2 | 0 | 6 | -10 | 0 | 4 | -5
CCc1nnc(NC(=O)c2cc(S(=O)(=O)N(C)c3ccc(OC)cc3)ccc2Cl)s1
 : 16 | 0 | 5 | 19 | 4 | -1 | -4 | 6
CN(C1CCCCC1)S(=O)(=O)c1ccc(C(=O)O)cc1
 : 3 | 0 | 5 | 14 | -7 | -4 | 9 | 1
CCCCCc1nnc(NC(=O)Cc2cccs2)s1
 : 14 | 2 | 0 | -11 | -8 | 19 | 2 | -3
COc1ccc(CCNC(=O)CNCC(c2ccccc2)N(C)C)cc1OC (stereo not given)
 : -15 | 5 | 4 | 7 | -2 | 6 | -6 | 1
CCCCn1c(N)c(N(CCOC)C(=O)COC(=O)CSc2cc(C)c3ccccc3n2)c(=O)[nH]c1=O
 : 14 | 0 | -1 | 21 | 8 | -3 | 8 | -9
COC(=O)c1sccc1NS(=O)(=O)c1ccc(OC)cc1
 : 5 | 7 | 2 | -12 | 0 | 0 | 11 | -3
Cc1ccccc1OCC(=O)Nc1nnc(COc2ccccc2)s1
 : -8 | 12 | -3 | 1 | -3 | -7 | 3 | -8
Cc1ccsc1/C=C1\Oc2cc(OCC(=O)c3ccccc3)ccc2C1=O
 : 11 | 15 | 41 | -3 | -4 | 21 | 9 | -9
Cc1ccc(C)c(NC(=O)C(c2ccccc2)N2CCN(CC(=O)N3CCOCC3)CC2)c1 (stereo not given)
 : 0 | 7 | 2 | 5 | 0 | 1 | 6 | 1
CCC(Oc1ccccc1)C(=O)Nc1ncc([N+](=O)[O-])s1 (stereo not given)
 : -3 | 16 | -8 | -16 | -9 | 7 | -13 | -1
CC(C(=O)OCC(=O)c1ccc([N+](=O)[O-])cc1)N1C(=O)C2C3CCC(C3)C2C1=O (stereo not given)
 : 22 | -13 | 2 | 11 | 15 | 3 | -2 | 14
Cc1ccc2nc(NC(=O)CSc3nc4c(c(=O)n3C)SC(C)C4)sc2c1 (stereo not given)
 : -13 | -2 | -25 | -60 | 8 | 20 | -6 | 21
COc1ccc(S(=O)(=O)Nc2cccc3c2O[C@H](CN(C)S(=O)(=O)c2ccc(OC)cc2)[C@@H](C)CN([C@H](C)CO)C3=O)cc1
 : -3 | -2 | 0 | 10 | -3 | 6 | 23 | -2
O=C(Nc1nnc(CCN2CCCCC2)s1)c1ccc(Cl)cc1Cl
 : 1 | -1 | 2 | 2 | 5 | -19 | 2 | 5
Cc1ccc(C)c(NC(=O)CCN2CCN(CCO)CC2)c1
 : -1 | 12 | 1 | 1 | -5 | -3 | 1 | -7
COc1cccc(NC(=O)CN(c2ccc(C)cc2)S(=O)(=O)c2c(C)nn(C)c2C)c1
 : -7 | -15 | 0 | 1 | 12 | 11 | -6 | -1
CCN(CC)CCC(C)OC(=O)c1ccc(O)cc1O (stereo not given)
 : -4 | 6 | 7 | 22 | -6 | -14 | 12 | 8
CCOc1c(Br)cc(C2NC(=O)CCC2[N+](=O)[O-])cc1OC (stereo not given)
 : 7 | 4 | 2 | 8 | -12 | 0 | 5 | 11
CC(=O)Nc1cc[n+](CC(=O)c2cccc([N+](=O)[O-])c2)cc1
 : -4 | -5 | 11 | 11 | -9 | 4 | -2 | 4
O=C(NCCN1CCOCC1)C1CCC(CNS(=O)(=O)c2ccccc2)CC1 (stereo not given)
 : 19 | -12 | 5 | 21 | -7 | -13 | 6 | 2
O=C(CS(=O)(=O)c1ccc(Cl)cc1)NCCS(=O)(=O)c1ccc(Cl)cc1
 : 3 | 7 | -1 | 13 | 0 | 17 | -4 | 1
COc1ccc(C(=O)COC(=O)c2ccc3c(c2)NC(=O)CS3)c(OC)c1
 : -2 | 5 | -16 | -1 | -8 | 20 | 0 | -5
COCc1cc(C)nc(N/N=C/c2ccc(Cl)c(Cl)c2)c1C#N
 : -4 | 1 | 9 | -4 | 2 | -2 | -2 | 7
CC1(C)SC(=Nc2ccccc2)N(S(=O)(=O)c2ccccc2)C1=O
 : 11 | 4 | -3 | 17 | -6 | -6 | 17 | -8
Nc1nnc(Sc2ncccc2[N+](=O)[O-])s1
 : -4 | -3 | -5 | 16 | -2 | -12 | -9 | -5
O=C(Nc1ccc(-c2cn3ccsc3n2)cc1)C1CC1
 : -109 | -19 | -11 | -123 | 7 | 10 | -6 | -50
COc1ccc(Nc2nc3[nH]c(=O)cc(O)c3s2)cc1
 : -2 | -10 | -9 | 3 | -9 | 13 | -12 | 2
CCOC(=O)CSc1nc2cc(S(=O)(=O)N3CCOCC3)ccc2n1CC
 : 7 | 13 | -2 | -2 | -5 | 9 | 7 | -19
CCCCCCSc1ccc(-c2nc3ccc(C)cn3c2NCc2ccccc2)cc1OC
 : -11 | 43 | -15 | -19 | 72* | 41* | 8 | 2
COc1ccccc1C(=O)Nc1ccc(S(=O)(=O)Nc2cc(C)nc(C)n2)cc1
 : -9 | 8 | 1 | 25 | 0 | -23 | -1 | 3
CSC1=C(C#N)C(C)C2=C(CC(C)(C)CC2=O)N1 (stereo not given)
 : 5 | -8 | 2 | -19 | 1 | -11 | 11 | 4
